TrxR1 substrate – qHTS Assay for Substrates of Mammalian Selenoprotein Thioredoxin Reductase 1 (TrxR1): qHTS. Thioredoxin reductase 1, cytoplasmic (Rattus norvegicus), O89049. purified TrxR1 substrate turnover, NADPH consumption readout. Potency, µM (highest dose often 114 µM), inactives show at the highest dose activity change, negative = substrate turnover. 390,000 tested, 0.01% active; also: potency is read from the fitted curve at half-maximal effect; % is scaled to controls: 0 for no effect and ±100 for the full control effect; nearly all actives have a fitted effect of over 50% in size
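Rat TrxR1, dispensed at 90 nM, was prereduced with 400 uM NADPH (final) for 5 min at ~22 deg C, then incubated with compound 15 min before 400 uM selenite. A first-read NADPH fluorescence drop versus no-compound background flagged substrates.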
PI4K2A block – qHTS for small molecular inhibitors of PI4K2A; Phosphatidylinositol 4-kinase type 2-alpha (Homo sapiens), Q9BTU6; purified PI4K2A, ADP-Glo luminescence, 1 h; stronger effect = lower value; activity change, negative = inhibition, % at 76.9 µM; 420,000 tested, 0.13% active; in the data active = activity change below about -50%; inconclusive = mostly about -30% to -49%;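 also: -100% = wells without enzyme as full effect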
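ADP-Glo luminescence measured ADP generated by PI4K2A enzyme (4 ug/mL before mixing) with 1.2 mM PI substrate (pre-mix) and 300 microM ATP (pre-mix). Tris pH7.5 buffer with MgCl2, Triton X-100; 1 h reaction at ambient temperature.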
HP1b binding inh – HTS for Inhibitors of HP1-beta Chromodomain Interactions with Methylated Histone Tails | AlphaScreen HP1-beta / biotin-H3K9me3 peptide binding | Potency, µM (top dose mostly 114 µM), for inactives: at the highest dose activity change, negative = inhibition, actives largely listed as inhibitors | 390,000 tested, 0.56% active | AID 540317, 2011; also: potency is read from the fitted curve at half-maximal effect; nearly all actives have a fitted effect of over 70% in size; inactives centre near 23
Target sequence (P83916 whole entry, looked up): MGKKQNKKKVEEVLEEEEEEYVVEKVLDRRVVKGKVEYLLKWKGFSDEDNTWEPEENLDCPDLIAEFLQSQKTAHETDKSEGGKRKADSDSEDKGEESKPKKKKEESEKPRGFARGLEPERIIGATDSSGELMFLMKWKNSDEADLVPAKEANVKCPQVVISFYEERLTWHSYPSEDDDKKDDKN
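HP1-beta protein (50 nM final) preincubated 30 min at room temperature with biotinylated H3(1-18)K9me3 peptide (50 nM) in PBS pH 7.4, 0.01% Tween-20, then compound added for 30 min. AlphaScreen streptavidin donor/nickel chelate acceptor beads (10 ug/mL final), 30 min dark, luminescence read.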
Tb PGK inh – qHTS Assay to Find Inhibitors of Phosphoglycerate Kinase | Phosphoglycerate kinase, glycosomal (Trypanosoma brucei brucei), P07378 | PGK/GAPDH coupled, Kinase-Glo luminescence, 60 min | Potency, µM (doses to about 57.5 µM), without a hit: at the top dose activity change, negative = inhibition, most hits filed as inhibitors | 380,000 tested, 0.043% active | AID 602233, 2012; also: potency is read from the fitted curve at half-maximal effect; % is scaled to controls: 0 for no effect and ±100 for the full control effect; nearly all actives have a fitted effect of over 60% in size
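Luminescent ATP detection (Kinase-Glo Plus) follows a 60-minute room-temperature incubation, with wells lacking PGK as controls. Buffer: 100 mM TEA (pH 7.6), 5 mM MgCl2, 0.01% Tween-20. Coupling enzyme GAPDH (100 nM final) supplies unstable 1,3-BPG in-well.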
mIDH1 inhibitor – qHTS for Inhibitors of mutant isocitrate dehydrogenase 1 (IDH1): qHTS. Isocitrate dehydrogenase [NADP] cytoplasmic (Homo sapiens), O75874. 390,000 tested, 0.093% active. Potency, µM (highest dose often 76.6 µM), without a hit: at the top dose activity change, negative = inhibition, hits mostly inhibitors. IDH1-R132H enzyme, NADPH consumption, diaphorase/resazurin fluorescence; also: potency is read from the fitted curve at half-maximal effect; % is scaled to controls: 0 for no effect and ±100 for the full control effect; nearly all actives have a fitted effect of over 65% in size
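IDH1-R132H (0.5 ug/mL) preincubated 30 min with compound, then NADPH (0.016 mM) and alpha-KG (2 mM) added; 80 min at RT, pH 7.5. Remaining NADPH coupled via diaphorase/resazurin to fluorescence (540/590 nm); concentration-response curves normalized to no-enzyme control.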
USP1-UAF1 inh – Inhibitors of USP1/UAF1: Primary Screen | Ubiquitin carboxyl-terminal hydrolase 1 (Homo sapiens), O94782 | recombinant USP1/UAF1, Ub-Rhodamine cleavage fluorescence | Potency, µM (titrated, usually from 57.1 µM), for the others: top-dose activity change, negative = inhibition, actives largely listed as inhibitors | 390,000 tested, 0.23% active | AID 743255, 2014; also: potency is read from the fitted curve at half-maximal effect; % is scaled to controls: 0 for no effect and ±100 for the full control effect; nearly all actives have a fitted effect of over 60% in size; inactives centre near -12
Target sequence (O94782 whole entry, looked up): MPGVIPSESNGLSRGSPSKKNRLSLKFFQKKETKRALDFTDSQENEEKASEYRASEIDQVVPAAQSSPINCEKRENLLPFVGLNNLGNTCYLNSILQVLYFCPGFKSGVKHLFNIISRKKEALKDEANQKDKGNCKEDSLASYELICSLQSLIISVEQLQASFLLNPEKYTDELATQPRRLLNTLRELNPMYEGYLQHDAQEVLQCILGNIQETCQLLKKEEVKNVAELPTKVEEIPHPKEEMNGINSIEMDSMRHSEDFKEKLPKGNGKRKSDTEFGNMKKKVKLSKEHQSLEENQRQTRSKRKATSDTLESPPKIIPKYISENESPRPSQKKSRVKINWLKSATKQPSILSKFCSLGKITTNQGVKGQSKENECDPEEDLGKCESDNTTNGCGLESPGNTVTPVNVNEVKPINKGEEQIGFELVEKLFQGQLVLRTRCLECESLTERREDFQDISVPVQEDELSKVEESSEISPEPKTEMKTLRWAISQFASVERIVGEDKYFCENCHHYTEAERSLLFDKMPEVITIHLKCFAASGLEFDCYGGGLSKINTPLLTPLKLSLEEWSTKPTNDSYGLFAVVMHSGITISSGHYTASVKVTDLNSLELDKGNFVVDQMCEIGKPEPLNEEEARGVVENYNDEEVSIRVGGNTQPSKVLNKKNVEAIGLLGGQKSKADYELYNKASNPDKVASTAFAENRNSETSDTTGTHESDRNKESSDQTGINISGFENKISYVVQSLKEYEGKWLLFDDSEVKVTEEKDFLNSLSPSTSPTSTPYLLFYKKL
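1 nM enzyme complex + cpd, 15 min RT; start with Ub-Rho 150nM final; kinetic fluorescence ex 480/em 540, 6 reads q60 s. Buffer 50mM HEPES pH 7.8, 0.5mM EDTA, 0.1 mg/ml BSA, 1mM TCEP, 0.01% Tween-20.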
Pin1 inh – qHTS Assay to Find Inhibitors of Pin1; AID 504891, 2011; Potency, µM (highest dose often 115 µM), inactives show top-dose activity, negative = inhibition, hits mostly inhibitors; Peptidyl-prolyl cis-trans isomerase NIMA-interacting 1 (Homo sapiens), Q13526; 390,000 tested, 0.009% active; Pin1 FP peptide displacement, HiFluor488, 10 min; active = well fitted inhibition curve with a large enough effect in the polarisation, with a control signal flat, not every such curve was filed as active; inconclusive = small, poorly fitted or top-dose-only effect, or effect the other way, or a change in a side signal; inactive = no such curve, though single readings can be large or run the other way; the % refers to the polarisation; also: potency is read from the fitted curve at half-maximal effect; % is scaled to controls: 0 for no effect and ±100 for the full control effect
GLS inh – qHTS for Inhibitors of Glutaminase (GLS); Glutaminase kidney isoform, mitochondrial (Homo sapiens), O94925; GLS enzymatic activity, qHTS titration; Potency, µM (doses to about 45.5 µM), inactives show at the top dose activity change, negative = inhibition, most hits filed as inhibitors; 410,000 tested, 0.21% active; AID 624170, 2012; also: potency is read from the fitted curve at half-maximal effect; % is scaled to controls: 0 for no effect and ±100 for the full control effect
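Assay buffer: 45 mM KH2PO4 pH 8.2, 0.02% Tween-20. hKGA acts on L-glutamine (1 mM solution added); product glutamate is reported by an oxidase/peroxidase Amplex Red coupling, with fluorescence taken at baseline and 30 min.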
TrxR1 inh – qHTS Assay for Inhibitors of Mammalian Selenoprotein Thioredoxin Reductase 1 (TrxR1): qHTS | AID 588453, 2011 | 390,000 tested, 1% active | recombinant rTrxR1, NADPH fluorescence consumption, selenite substrate | Potency, µM (top dose mostly 114 µM), for the others: top-dose activity change, negative = inhibition, hits mostly inhibitors | Thioredoxin reductase 1, cytoplasmic (Rattus norvegicus), O89049; also: potency is read from the fitted curve at half-maximal effect; % is scaled to controls: 0 for no effect and ±100 for the full control effect; nearly all actives have a fitted effect of over 65% in size
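Rat TrxR1 (90 nM in the dispensed reagent) was pre-reduced with 400 uM NADPH for 5 min at room temperature, then incubated with compound for 15 min. After 400 uM selenite was added, NADPH fluorescence (Ex 340/Em 450 nm) was followed for 8 min.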
Starred values were filed as active, the others as inactive; i = inactive; ? = inconclusive; . = not tested or not shown; & = joins results of further samples; [ ] = another dose, or the depositor's remark. Unless noted, calls follow the shape of the dose curve; as a rule, active = well fitted curve in the direction sought with a large enough effect; inconclusive = small, poorly fitted or top-dose-only effect, or another doubt; inactive = no such curve, though single readings can be large; an effect the other way counts as inactive or inconclusive. These rows are one share of the data, so the mix of outcomes need not match the whole.

smiles	TrxR1 substrate	PI4K2A block	HP1b binding inh	Tb PGK inh	mIDH1 inhibitor	USP1-UAF1 inh	Pin1 inh	GLS inh	TrxR1 inh
Cc1cccc(C)c1NC(=O)CN1CCN(C(=O)CNC(=O)Cc2cccc3ccccc23)CC1	.	4.3	.	-1.0%	14.6%	-12.6%	.	0.7%	.
O=C(CCC(=O)Nc1ccc(Cl)cc1Cl)N/N=C/c1ccc([N+](=O)[O-])o1	-5.4%	-0.7	5.7%	-15.3%	11.1%	-22.0%	5.4%	0.0%	11.2µM*
O=C(NC1CC1)C1C2C3C4CC5C3C5C4C12 (centres undefined)	7.7%	-1.2	29.9%	.	0.0%	-12.3%	-16.6%	-5.7%	3.0%
CC(C)C(=O)Nc1nnc(S(=O)(=O)N2CCc3ccccc32)s1	2.0%	-5.7&2.5	29.9%&6.0%	-3.2%&-8.5%	1.0%&-16.4%	-20.0%&-14.3%	10.4%&-2.9%	1.4%&-0.5%	12.2%&20.6%
O=C(COC(=O)c1ccccc1[N+](=O)[O-])NNC(=O)c1cccs1	-1.8%	7.9	22.6%	-3.1%	1.8%	-13.4%	-5.9%	12.9%	-11.2%
O=C1NC(=O)c2cc(Br)cc3cccc1c23	-2.3%	-0.4	-5.5%	i	5.8%	1.7%	?	12.6%	4.4%[57.1 µM]
Cc1ccccc1Nc1nc(N)nc(CSc2n[nH]c(N)n2)n1	0.4%	1.6	15.4%	7.0%	0.1%	-10.7%	-3.4%	2.8%	13.4%
COC(=O)c1sc2cccc(F)c2c1S(=O)(=O)Nc1cc(OC)cc(OC)c1	1.3%[57.1 µM]	-2.2	61.6%[activator]	-10.4%	5.1%	-18.6%	3.2%	5.4%	8.4%[57.1 µM]
CCOC1=NN(c2ncc(C(F)(F)F)cc2Cl)C(=O)C1	9.9%[57.1 µM]	-3.5	-8.9%	9.0%	0.9%	-10.3%	9.0%	0.1%	16.6%[57.1 µM]
Cc1ccc(C)c(/C(O)=C2\C(=O)C(=O)N(CCCN3CCOCC3)C2c2cccnc2)c1 (centres undefined)	-4.4%	2.2	38.8%	-8.2%	4.8%	-2.8%	-6.3%	-0.7%	?

smiles	TrxR1 substrate	PI4K2A block	HP1b binding inh	Tb PGK inh	mIDH1 inhibitor	USP1-UAF1 inh	Pin1 inh	GLS inh	TrxR1 inh
Cc1cc(C)c(C=NNc2nc3c([nH]2)c(=O)n(C)c(=O)n3C)c(C)c1	3.6%[2.29 µM]	-2.0	8.6%[57 µM]	-5.0%	9.7%	-2.0%	3.4%	2.7%	7.8%[2.29 µM]
O=S(=O)(c1ccc2c(c1)nc(COc1ccc(Cl)cc1)n2CC1CCCO1)N1CCOCC1 (centres undefined)	0.8%	-9.5	12.6%	6.2%	-6.2%	-21.2%	14.9%	8.3%	13.8%
O=C(COC(=O)CCCN1C(=O)c2cccc3cccc(c23)C1=O)NC1CCS(=O)(=O)C1 (centres undefined)	36.6%[activator]	-0.6	6.9%	-3.1%	-1.8%	-16.2%	2.4%	3.1%	-17.2%
CCCCn1c(N)c(NCc2ccccc2)c(=O)[nH]c1=O	-10.6%	-4.7	38.6%	i	10.3%	-25.7%	?	2.8%	-10.5%
O=C1c2oc3ccccc3c(=O)c2C(c2cccc(Br)c2)N1c1ccccn1 (centres undefined)	1.2%[57.1 µM]	-1.2	13.8%	i	-18.6%	?	0.1%	-1.9%	9.8%[57.1 µM]
O=c1[nH]c2ccc(NS(=O)(=O)c3ccc(F)c(Cl)c3)cc2[nH]1	-13.0%[57.1 µM]	2.7	-3.4%	-0.7%	10.8%	-17.1%	26.4%	-12.1%	23.2%[57.1 µM]
Cc1cc(N2CCCC2)c(F)cc1/C=C\[N+](=O)[O-]	-1.5%[57.1 µM]	32.4	31.7%	-0.2%	-3.8%	?	?	-5.1%	5.7%[11.4 µM]
O=C(NC1CCCC1)C(c1ccncc1)N(Cc1ccccc1F)C(=O)c1csnn1 (centres undefined)	5.0%	0.1	34.3%	-1.9%	7.5%	-22.3%	-0.1%	5.1%	24.7%
N#C/C(=C\c1ccc(OCC(N)=O)cc1)c1ccccc1	49.0%[activator]	-3.4	16.8%	i	5.7%	-17.2%	-1.1%	0.1%	6.8%
O=C(c1cccc(Cl)c1)C1CCCN(C(=O)c2ccc3c(c2)OCO3)C1 (centres undefined)	-6.0%	5.2	44.6%[activator]	-7.9%	3.2%	-25.5%	-7.8%	-5.3%	2.2%

smiles	TrxR1 substrate	PI4K2A block	HP1b binding inh	Tb PGK inh	mIDH1 inhibitor	USP1-UAF1 inh	Pin1 inh	GLS inh	TrxR1 inh
CCN(CC(=O)NCc1ccc(F)cc1)C(=O)c1ccc2c(c1)OCO2	-6.0%	-4.0	30.8%	-5.7%	-10.8%	-2.7%	-12.2%	-1.3%	10.7%
N#CC1(C#N)COC23CCCCC2C1(C#N)C(=N)O3 (centres undefined)	117.6%[activator]	-13.2	39.1%[activator]	-0.6%	-2.5%	-21.7%	?	-1.5%	?
O=C(COC(=O)COc1cc(Cl)c(Cl)cc1Cl)NC1CC1	5.2%[57.1 µM]	1.1	27.6%	-5.1%	14.3%	0.4%	-1.4%	4.3%	5.6%
Cc1ccc(S(=O)(=O)Nc2ccc(C(=O)NCCCN3CCOCC3)cc2)cc1[N+](=O)[O-]	3.9%	-1.0	15.0%	-9.7%	1.0%	-24.2%	-6.7%	-0.4%	13.2%
COC(=O)c1cc(OCC(=O)Nc2ccc3c(c2)CCC3)cc(C(=O)OC)c1	-8.5%	0.1	43.8%[activator]	-3.4%	0.4%	-8.0%	17.3%	-4.3%	-5.5%
Cc1cccc(OCC(O)CN2CCN(c3ccccn3)CC2)c1C (centres undefined)	-5.6%	2.3	2.1%	-1.5%	13.6%	-17.1%	-8.7%	19.4%	-0.3%
CC(C)Oc1ccc(Nc2ncnc3ccccc23)cc1	-10.9%[57.1 µM]	0.1	52.4%[activator]	-7.9%	27.3%	-1.8%	-0.4%	1.3%	24.0%[57.1 µM]
COc1ccc(CNC(=O)C(c2ccco2)N(C(=O)c2csnn2)c2cccc(C)c2C)cc1 (centres undefined)	-6.1%	2.9	13.4%	-9.4%	-1.7%	-6.9%	-2.4%	3.7%	-5.2%
C/C(=C\CNc1ncnc2nc[nH]c12)CO	-3.8%	-2.2	16.6%	-1.3%	-7.6%	8.8%	-5.1%	5.9%	9.5%
CCOc1ccc(C(=O)n2cc(C(=O)OC)c3ccccc32)cc1OCC	3.2%	3.2	99.6%[activator]	-1.0%	6.2%	-8.6%	1.3%	-8.8%	16.4%[57.1 µM]

smiles	TrxR1 substrate	PI4K2A block	HP1b binding inh	Tb PGK inh	mIDH1 inhibitor	USP1-UAF1 inh	Pin1 inh	GLS inh	TrxR1 inh
O=C(O)CN1C(=O)CSC1=S	3.4%	-7.8	8.3%	4.1%	-3.3%	-33.3%	?	12.0%	4.7%
NCc1ccccc1CS(=O)(=O)N1CCOCC1	2.1%	-6.5	45.1%[activator]	i	9.6%	-18.0%	-1.4%	-6.7%	4.2%
Cc1cc(-c2nnc(-c3cccc(C(F)(F)F)c3)o2)no1	-5.2%[57.1 µM]	-1.8	67.7%[activator]	-10.2%	3.8%	-14.4%	-0.6%	1.7%	11.0%[57.1 µM]
CC(C)n1c(SC2C(=O)CC(C)(C)CC2=O)nc2c1c(=O)n(C)c(=O)n2C	4.6%	-0.8	39.3%[activator]	-1.4%[11.5 µM]	13.5%	-16.6%	1.2%	4.2%	5.8%
Cc1cc2c(ncn2Cc2ccccc2)c([N+](=O)[O-])c1C	6.1%	-0.1	34.0%	5.2%	0.0%	-10.3%	-7.9%	-2.3%	-6.1%
CCOc1ccc(Cn2nnc(C(=O)Nc3cc(C)cc(C)c3)c2N)cc1	-6.9%[57.1 µM]	-4.8	55.9%[activator]	-3.6%	12.1%	-10.3%	-2.0%	-4.1%	9.1%[57.1 µM]
CC1C(=O)N2CCCc3cc(S(=O)(=O)NCc4ccccc4Cl)cc1c32 (centres undefined)	-4.4%	-3.2	26.6%	-4.2%	2.2%	-16.0%	-5.6%	-8.6%	-19.6%

Assay outcomes (PubChem)
